Source: PubChem BioAssay (The Scripps Research Institute Molecular Screening Center)
DAX1 inh-1 – DAX1 (NR0B1) inhibitors, primary screen, cell-based, HEK293, Gal4-DAX1, luciferase luminescence; Nuclear receptor subfamily 0 group B member 1 (Homo sapiens), P51843; HEK293 Gal4-DAX1 luciferase reporter; inhibition, % at 6.75 µM; 340,000 tested, 0.99% active; AID 504766, 2011;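 active means inhibition above the mean over all tested compounds plus 3 SD, cut at about 4.2% in these data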;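 further: 0% = DAX1-transfected cells with DMSO and 100% = empty-vector control cells with DMSO; inhibition shows as a rise in luminescence from relieved DAX1 repression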
Target sequence (P51843 207-470 limits assumed): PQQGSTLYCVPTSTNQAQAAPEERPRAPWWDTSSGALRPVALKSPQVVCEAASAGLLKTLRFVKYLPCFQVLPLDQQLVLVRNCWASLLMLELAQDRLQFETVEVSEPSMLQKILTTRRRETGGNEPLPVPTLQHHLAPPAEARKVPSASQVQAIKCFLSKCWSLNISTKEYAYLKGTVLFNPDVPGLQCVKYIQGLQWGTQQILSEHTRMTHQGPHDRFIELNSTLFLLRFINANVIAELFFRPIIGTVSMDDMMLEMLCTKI
PLCg1 inh – PLC-gamma1 enzyme inhibitors, primary screen, biochemical, fluorescence, purified enzyme. inhibition, % at 12.2 µM. AID 720700, 2013. 1-phosphatidylinositol 4,5-bisphosphate phosphodiesterase gamma-1 (Homo sapiens), P19174. fluorogenic substrate. 370,000 tested, 0.84% active; in the data active means inhibition above about 9.5%
FXN GAA850 act – FXN promoter activators, primary screen, cell-based, luciferase luminescence, HEK293 lucGAA850. HEK293 lucGAA850 FXN promoter luciferase reporter, 24 h; percent of 10 µM SAHA response. 360,000 tested, 0.56% active. activation, % at 6 µM. AID 540364, 2011;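 active means activation above the average of all compounds screened plus 3 SD, cutoff fixed separately per campaign, cut at about 7.5% in these data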;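 further: 0% = DMSO wells and 100% = 10 µM SAHA wells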
sPLA2-III inh – human group III sPLA2 inhibitors, primary screen, biochemical, QFRET, BODIPY PC-A2 liposome substrate | 370,000 tested, 0.56% active | QFRET BODIPY PC-A2 liposome hydrolysis, fluorescence | inhibition, % at 12.2 µM | Group 3 secretory phospholipase A2 (Homo sapiens), Q9NZ20;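 active means inhibition above mean plus 3 SD of compounds lying within the high and low control bounds, cut at about 19% in these data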;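 further: 0% = median of test compound wells and 100% = no enzyme DMSO wells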
Target sequence (Q9NZ20 whole entry, looked up): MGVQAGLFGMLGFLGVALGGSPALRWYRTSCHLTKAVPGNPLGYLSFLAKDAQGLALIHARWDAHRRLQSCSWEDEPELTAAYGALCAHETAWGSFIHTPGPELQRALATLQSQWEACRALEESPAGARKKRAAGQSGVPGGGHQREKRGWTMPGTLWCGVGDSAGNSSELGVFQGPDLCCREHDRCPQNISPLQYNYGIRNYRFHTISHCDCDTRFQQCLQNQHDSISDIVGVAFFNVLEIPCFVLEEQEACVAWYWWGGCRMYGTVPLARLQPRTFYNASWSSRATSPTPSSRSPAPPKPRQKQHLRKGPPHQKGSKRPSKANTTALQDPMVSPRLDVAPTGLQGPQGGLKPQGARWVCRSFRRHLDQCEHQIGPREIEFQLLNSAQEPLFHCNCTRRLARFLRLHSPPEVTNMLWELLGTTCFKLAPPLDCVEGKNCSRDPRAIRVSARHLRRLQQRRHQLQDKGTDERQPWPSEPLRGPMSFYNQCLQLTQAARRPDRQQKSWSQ
ADAM17 inh – ADAM17 inhibitors, primary screen, biochemical, QFRET; Disintegrin and metalloproteinase domain-containing protein 17 (Homo sapiens), P78536; recombinant ADAM17, EDANS/DABCYL FRET peptide cleavage; inhibition, % at 6.95 µM; 370,000 tested, 0.83% active;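 active means inhibition above the mean of compounds lying between control limits plus 3 SD, set per campaign, cut at about 8.5% in these data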;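 further: 0% = DMSO-only wells as the low control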
PLCb3 inh – human PLC-beta3 inhibitors, primary screen, biochemical, fluorescence | 1-phosphatidylinositol 4,5-bisphosphate phosphodiesterase beta-3 (Homo sapiens), Q01970 | Purified PLC-beta3, fluorogenic substrate | inhibition, % at 12.2 µM | 370,000 tested, 0.18% active | AID 720704, 2013; in the data active means inhibition above about 11%;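 further: 0% = median of compound wells on plate and 100% = full blocker control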
ssDAF-12 act – S. stercoralis DAF-12 nuclear receptor activators, primary screen, cell-based, luminescence, HEK293, GRIP1 co-expression, lit1-tk-luc | Nuclear hormone receptor DAF-12 (Strongyloides stercoralis) | HEK293 ssDAF-12/GRIP1 lit1-tk-luc reporter; % of 3 µM dafachronic acid response | activation, % at 6.8 µM | 370,000 tested, 1% active | AID 652126, 2013;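 active means activation above the mean over all tested compounds plus 3 SD, cut at about 0.9% in these data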;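 further: 0% = DMSO-only wells and 100% = 3 µM delta7-dafachronic acid wells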
ADAM10 inh – human ADAM10 inhibitors, primary screen, biochemical, QFRET, HTS; 370,000 tested, 0.62% active; AID 720582, 2013; Disintegrin and metalloproteinase domain-containing protein 10 (Homo sapiens), O14672; inhibition, % at 7 µM; recombinant ADAM10, EDANS/DABCYL FRET peptide cleavage, 3 h;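 active means inhibition above a per-campaign cutoff equal to the mean of compounds falling between control-based bounds plus 3 SD, cut at about 20% in these data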;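 further: 0% = DMSO wells while the 100% control is not disclosed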
hcDAF-12 act – H. contortus DAF-12 nuclear receptor activators, primary screen, cell-based, luminescence, HEK293, lit1-tk-luc reporter; HEK293 hcDAF-12 lit1-tk-luc reporter; 0% DMSO, 100% Δ7-dafachronic acid; activation, % at 6.8 µM; 370,000 tested, 1.4% active; AID 652067, 2013;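 active means activation above the mean of all tested compounds plus 3 SD, cut at about 5.5% in these data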;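 further: 100% = response to 3 µM Δ7-dafachronic acid high control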
hgDAF-12 ag – H. glycines DAF-12 receptor agonists, primary screen, cell-based, luminescence, HEK293, GAL4 fusion, UAS-luciferase. 370,000 tested, 1.8% active. AID 687014, 2013. activation, % at 6.8 µM. HEK293 GAL4-hgDAF12 UAS-luciferase reporter, agonist luminescence; normalized to butyrate control. Nuclear hormone receptor DAF-12 (Heterodera glycines), GAL4 fusion;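 active means activation above a cutoff set at the mean of all screened compounds plus 3 SD, cut at about 10% in these data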;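 further: 0% = DMSO wells and 100% = sodium butyrate wells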
DAX1 inh-2 – DAX1 (NR0B1) inhibitors on StAR promoter, primary screen, cell-based, luminescence, SF-1 (NR5A1), full-length DAX-1 | HEK293T StAR-luciferase reporter, SF-1/DAX-1 repression relief | inhibition, % at 6.8 µM | 370,000 tested, 1.1% active | AID 652010, 2013;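 active means inhibition above the mean over all tested compounds plus 3 SD, cut at about 3.6% in these data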;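 further: 0% = DAX-1 cells with DMSO and 100% = cells lacking DAX-1 with DMSO; higher inhibition means more luminescence from relief of DAX-1 repression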
* hit, by the source's call; i = inactive; nt = not tested or not shown. This is a random part of the collection. Share with any hit: about 6.9%.

SMILES	DAX1 inh-1	PLCg1 inh	FXN GAA850 act	sPLA2-III inh	ADAM17 inh	PLCb3 inh	ssDAF-12 act	ADAM10 inh	hcDAF-12 act	hgDAF-12 ag	DAX1 inh-2
CN(C)C(=O)c1cccc(-c2cnc3c(NC=O)cc(-c4ccccc4N(C)C)cn23)c1	nt	i	2.6	-419	-37	i	-1.1	-109	-0.2	0.4	0.6
COc1ccc(-n2c(C)cc(C(=O)COc3ccc(C)nc3[N+](=O)[O-])c2C)cc1	-0.9	-6	-6.5	12	4	-11	-2.6	4	-5.3	-5.6	-2.5
Cc1ccc(S(=O)(=O)N(C)C)cc1NC(=O)C1CCCCN1S(=O)(=O)c1ccccc1 (centres undefined)	-0.3	-2	0.3	6	-1	-10	-0.9	-9	-0.1	-0.1	0.4
Cc1ccc(C(=O)N2CCN(c3ccccc3O)CC2)cc1S(=O)(=O)N1CCCCC1	1.2	0	-1.7	-13	1	1	-1.4	1	-1.6	-1.5	-2.2
COC(=O)c1ccc(OC(=O)c2ccncc2)cc1O	0.8	1	2.2	3	-2	-5	-1.0	4	-0.8	1.2	-0.1
N#Cc1c(-c2ccc(F)cc2)nc2n(c1=O)CCS2	-0.9	-2	-3.3	2	-3	-4	-1.4	1	-2.2	2.6	-1.1
COc1ccccc1C(=O)N/C(=C/c1ccccc1)C(=O)Nc1ccc(C(=O)O)cc1	-0.8	0	2.1	1	0	2	-0.9	0	-0.4	0.0	-0.6
Cc1nn(C(C)C(=O)NCCc2ccco2)c(=O)c2nn(-c3ccccc3)c(C)c12 (centres undefined)	0.5	0	-1.3	5	-4	-2	-0.8	-6	-2.2	1.1	-1.0
COc1ccc(OC)c(/C=N\NC(=O)c2ccc(COc3ccc(C)cc3[N+](=O)[O-])o2)c1	-0.3	-4	0.5	-1	-3	-13	-1.0	-3	2.2	0.8	-0.5
O=c1cc(CSc2nnc(Nc3ccccc3)s2)nc2sccn12	-1.2	-15	1.4	-1	-6	-22	-1.6	-13	0.2	1.8	-0.4
Cc1cc([N+](=O)[O-])ccc1-c1ccc(C2Nc3ccccc3C(=O)N2O)o1 (centres undefined)	0.9	1	-6.4	-30	-2	0	-1.0	10	-0.7	-2.8	-2.3
COc1cc(NC(=O)c2ccc(C(=O)c3ccccc3)cc2)cc(OC)c1OC	0.4	1	-1.9	-7	2	-3	-0.9	10	-1.5	-0.2	-1.1
COc1ccc(N2CCN(C(=O)c3ccc(CS(=O)(=O)c4ccc(Br)cc4)o3)CC2)cc1	-0.3	-1	1.0	4	-6	-6	-1.0	-4	-1.3	-3.1	0.3
O=C1C=C(Nc2ccc(O)cc2)CC(c2ccco2)C1 (centres undefined)	1.5	-7	-3.3	7	-2	-12	-0.6	-13	-0.7	-0.5	-0.9
Cn1c(=O)cc(OCCCC(=O)N2CCN(c3ccccn3)CC2)c2ccccc21	0.3	2	-3.0	1	1	4	-1.7	6	-2.6	-4.9	-0.2
CSc1ccc(S(=O)(=O)Nc2ccc3c4c(cccc24)CC3)cc1	-1.3	-4	-2.9	-37	7	-9	-1.2	20*	-1.6	-1.6	-1.6
COc1ccc(N(CC(=O)NCCc2ccc(OC)c(OC)c2)S(=O)(=O)c2c(C)noc2C)cc1	-0.3	1	-0.1	1	5	-4	-0.4	-2	-1.3	-0.8	-0.3
O=C(c1ccc(S(=O)(=O)N2CCCC2)cc1)N1CCN(c2ccccc2)CC1	-0.9	0	0.1	7	-5	-6	-1.5	-1	-2.9	0.2	-0.6
COc1ccnc(N2CCN(c3ccc(Cl)cc3)CC2)c1C#N	1.0	-2	-0.3	0	-2	2	-1.3	0	-0.3	1.5	0.3
CCOC(=O)Cc1c(C)c2c(C)nn(-c3ccccc3)c2oc1=O	2.1	-10	1.5	6	-2	-10	-0.2	-37	0.0	2.3	0.4
Cc1ccc(C(=O)N(CCCN(C)C)c2nc3ccc(Cl)cc3s2)cc1C	1.2	4	-2.1	-11	0	-3	-1.2	-4	0.2	-1.0	0.0
O=C(CN1C(=O)NC2(CCCC2)C1=O)Nc1cccc(Cl)c1Cl	-0.3	3	1.6	1	-3	-4	-0.8	5	0.2	0.1	-0.1
O=C(N=c1ccn(-c2nc3ccccc3nc2NS(=O)(=O)c2ccc(Cl)cc2)cc1)c1cccs1	1.1	-2	-0.2	-3	-2	-13	-1.1	13	-0.1	-0.8	-0.4
Cc1ccc(NC(NC(=O)c2cccnc2)C(Cl)(Cl)Cl)cc1 (centres undefined)	-0.6	3	-3.7	-3	4	4	-0.3	-3	-0.3	2.1	-0.6
COc1ccc(-c2nc(C#N)c(N3CCCCC3)o2)cc1	-0.4	-51	1.3	0	-306	-81	-1.4	i	-2.4	-2.4	-0.2

(continued)
SMILES	DAX1 inh-1	PLCg1 inh	FXN GAA850 act	sPLA2-III inh	ADAM17 inh	PLCb3 inh	ssDAF-12 act	ADAM10 inh	hcDAF-12 act	hgDAF-12 ag	DAX1 inh-2
C=CCNC(=O)C(=O)NCCCN1CCOCC1	2.5	5	-0.4	7	-1	0	0.1	-9	-2.1	-0.8	-0.1
O=C(C(Cc1ccccc1)N1C(=O)C2C3CCC(C3)C2C1=O)N1CCCCC1 (centres undefined)	0.8	0	-0.3	-3	-2	3	-1.3	-2	-1.1	1.1	-0.5
CCCOC1CCCN(Cc2nc(-c3ccc(C(=O)OC)cc3)no2)C1 (centres undefined)	-0.4	1	1.8	2	-2	-3	-0.9	-2	-1.1	0.3	0.1
COc1ccc(C(CC(=O)c2ccc3c(c2)OCO3)C(=O)O)cc1OC (centres undefined)	2.5	-3	2.4	-2	-2	-4	4.0*	-12	0.3	1.1	-0.7
O=C(O)/C=C/c1ccc(-n2ccnc2)cc1	0.5	-1	2.5	-4	-2	-2	-1.3	3	-1.2	-2.3	0.8
CC(=O)NC(c1cccc(F)c1)c1nc(/C=C/c2ccccc2)cs1 (centres undefined)	nt	10*	-1.2	-36	11*	8	-1.2	9	-2.5	1.0	-0.1
CCc1cc(C(=O)N2CCN(S(=O)(=O)c3ccc(Cl)cc3)CC2)sc1C	-1.2	5	2.7	0	-6	-6	-0.9	-11	-2.9	-0.6	-0.1
CC(C)CN(C(=O)c1ccc(S(=O)(=O)N2CCOCC2)cc1)C1CCS(=O)(=O)C1 (centres undefined)	-0.1	3	-0.2	-2	4	3	-0.1	-14	-0.3	0.2	-0.5
COc1cccc(N(CC(=O)N2CCN(c3ccccc3OC)CC2)S(C)(=O)=O)c1	-2.4	5	-0.4	-3	1	1	-1.3	12	-1.1	-1.1	-0.1
O=C(COc1cccc2c1CCNC2=O)Nc1ccc(Cl)cc1	0.0	1	-1.1	1	-3	-3	-1.4	4	-2.6	-1.2	-1.0
CCCc1[nH]c(=O)c(C#N)c2c1COC(C)(C)C2	-0.6	-4	3.8	2	-25	-5	-0.5	-104	0.0	-0.6	0.7
CC(C)OCCCNC(=O)c1ccc(NS(C)(=O)=O)cc1	-0.3	0	0.2	8	-1	0	-1.3	-2	-1.9	-1.2	-0.6
COc1cc(SC)ccc1C(=O)Nc1ccc(S(=O)(=O)N2CCCC2)cc1	0.0	0	-3.1	7	-1	1	-1.3	-10	-2.2	1.8	0.6
COc1ccc(C(=O)Nc2ccc3nc(N4CCN(C)CC4)cc(C)c3c2)c(OC)c1	-1.5	-33	-0.2	-11	-12	-60	-1.7	-17	-3.9	-2.2	0.5
Cc1nc2ccccc2c(=O)n1NC(=O)c1c(F)cccc1F	2.5	-1	-0.4	0	-2	-1	-1.2	3	-1.1	-1.8	-0.8
CCCCCNC(=O)C1C(=O)Nc2ccccc2C(=O)N1c1ccc(OC)cc1 (centres undefined)	nt	-16	nt	2	-7	-17	-1.4	-28	-1.7	1.0	3.0
Cc1cccc(N2CCN(Cc3nc(-c4ccccc4Cl)oc3C)CC2)n1	-1.9	-2	1.5	-5	-1	-5	0.6	-5	1.8	2.4	0.6
O=C(NCC(F)(F)F)c1cc2c(c(-c3cccc(-c4ccccc4F)c3)n1)[C@H](CCO)N(C(=O)CC1CC1)C2	nt	-16	nt	-3	2	-2	-0.9	-3	-0.5	-1.0	-3.1
COc1ccc(S(=O)(=O)NC2CC2)cc1-n1cnnn1	nt	3	2.5	5	-1	4	-0.9	8	-1.3	-0.6	-0.1
CNC(=O)c1cc(Cl)c(OC)c(OC)c1	-0.1	0	-0.9	7	-2	2	-0.9	-9	-0.2	-1.3	0.0
CCCn1c(=O)c2c(ncn2C)n(CCC)c1=O	0.6	-3	3.1	-1	-4	4	-1.3	-1	-1.5	0.6	-0.2
C=CCn1c(SCC(=O)Nc2cccc(S(=O)(=O)N(C)c3ccccc3)c2)nnc1C1CC1	0.1	4	0.8	-8	5	-7	-1.5	-7	-2.2	-3.5	-1.2
COc1ccc(N2C(=O)C(Cl)=C(N(CCO)Cc3ccccc3)C2=O)cc1	-0.4	2	1.3	-6	3	5	-1.4	10	-0.1	1.9	-1.5
O=C(CC1OC(=O)c2ccccc21)Nc1ccc(Cl)c(S(=O)(=O)N2CCCCC2)c1 (centres undefined)	-0.8	3	1.5	-20	2	-4	-1.2	9	-2.4	-1.4	-2.1
COc1ccc(C(=O)N/N=C/c2c(C)nn(-c3ccccc3)c2OC)cc1	0.2	5	0.5	-2	3	-5	-2.0	-2	-2.1	-1.1	0.2
Cc1cc2nc(Sc3c([N+](=O)[O-])nc(C)n3Cc3ccccc3)[nH]c2cc1C	-1.4	5	-2.1	-8	6	3	-1.6	9	-3.9	-1.0	0.5
Cc1ccc(NC(=O)CSc2nnc(-c3ccoc3C)n2CCCN(C)C)cc1Cl	0.2	0	-0.7	-9	-2	-1	-0.3	6	-0.3	3.4	0.3

Look-ups from the list:
COc1ccnc(N2CCN(c3ccc(Cl)cc3)CC2)c1C#N in ADAM10 inh shows 0
Cc1cc2nc(Sc3c([N+](=O)[O-])nc(C)n3Cc3ccccc3)[nH]c2cc1C in DAX1 inh-1 shows -1.4
